ABCB6 inh MLPCN: ABCB6 transporter inhibitors, primary screen, K562-ABCB6 cells, flow cytometry, MLPCN library; fluorescence ratio to DMSO, % at 10 µM; ATP-binding cassette sub-family B member 6 (Homo sapiens), Q9NP58; K562-ABCB6 porphyrin accumulation, 1 h; hits give low values; 0.19% of 360,000 active;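 active means fluorescence ratio to DMSO below 75%, the collection mean minus 3 SD; inconclusive means too few cells collected in the well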;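 further: signal is porphyrin accumulated inside mitochondria; 100% equals median channel fluorescence of DMSO control wells; lower ratio means ABCB6 inhibition with less porphyrin fluorescence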
aDG glyco up: activators of alpha-DG glycosylation, primary screen, uHTS, Pro5-aDG cells, AlphaScreen | alpha-DG glycosylation AlphaScreen (IIH6); 0% Pro5, 100% B10-LARGE cell signal | activation, % at 10 µM | 0.22% of 360,000 active | AID 624168, 2012;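 active means activation of at least 8% versus controls, or a plate z-score of at least 8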;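 further: Pro5 are CHO cells carrying HIG-tagged alpha-DG that lacks glycosylation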
CaV13 ICDI inh: Disruptors of the CACNA1D IQ motif to Ca2+-dependent inactivation inhibitor domain association, primary screening, Förster resonance energy transfer in intact living …. HEK cells, CFP/YFP FRET ICDI-IQ, plate reader, 10 min; percent FRET-ratio fall versus neutral wells. inhibition, % at 12.3 µM. 0.098% of 340,000 active. AID 743397;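 active means mean replicate inhibition of at least 30% and at least 1% of replicates passing that level; inconclusive means only one of the two criteria is met; inactive means neither criterion is met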;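 further: 0% = median of the neutral control wells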
H9c2 protect: cardioprotection against H2O2-induced cell death, primary screen, uHTS, H9c2 cells, ATPLite luminescence. H9c2 cardiomyocytes, H2O2 injury protection, 2 h. protection from H2O2 cell death, % at 20 µM. 0.63% of 360,000 active. AID 588492, 2011;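 active means compounds giving at least 50% protection of heart cells from peroxide-induced death in the single-dose screen, raw or plate-pattern-corrected value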;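 further: 0% = DMSO wells with peroxide and 100% = DMSO wells without peroxide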
PDI inh: inhibitors of human PDI, primary screen, biochemical, turbidity, single point, plate reader. 0.052% of 350,000 active. AID 588391, 2011. inhibition, % at 10 µM. Protein disulfide-isomerase (Homo sapiens), P07237. PDI insulin aggregation turbidity, A650, 90 min;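 active means mean inhibition across replicates of 30% or more, whatever share of single replicates reach that level; inconclusive means mean inhibition below 30% while every single replicate reaches 30%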;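 further: absorbance from insulin aggregation driven by PDI reduction with DTT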
Target sequence (P07237 whole entry, looked up): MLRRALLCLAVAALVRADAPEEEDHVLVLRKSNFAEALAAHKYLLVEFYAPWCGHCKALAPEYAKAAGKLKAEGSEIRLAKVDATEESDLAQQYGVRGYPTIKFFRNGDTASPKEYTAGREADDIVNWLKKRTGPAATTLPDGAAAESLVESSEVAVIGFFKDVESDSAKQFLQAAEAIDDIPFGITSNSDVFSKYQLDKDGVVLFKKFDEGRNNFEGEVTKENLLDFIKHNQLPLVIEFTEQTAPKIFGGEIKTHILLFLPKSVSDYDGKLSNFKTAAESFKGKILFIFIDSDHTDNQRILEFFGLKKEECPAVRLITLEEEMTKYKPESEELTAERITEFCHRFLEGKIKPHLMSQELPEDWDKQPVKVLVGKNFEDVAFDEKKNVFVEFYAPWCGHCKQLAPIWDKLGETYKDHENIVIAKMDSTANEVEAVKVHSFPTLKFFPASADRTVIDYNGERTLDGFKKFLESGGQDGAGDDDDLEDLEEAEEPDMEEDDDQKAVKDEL
Glyco luc inh: increase of ERlucT glycosylation luciferase signal, primary screen, N-linked glycosylation inhibitor project, D54 ERlucT cells, luminescence, set 2; D54 ERlucT glycosylation luciferase reporter, 24 h; percent of 100 nM tunicamycin response; reporter increase, % at 12.5 µM; 0.23% of 360,000 active; AID 588692, 2011;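 active means mean luciferase reporter signal, scaled so untreated is 0 and the glycosylation-blocking control 100, at or above a set limit in every replicate; inconclusive means mean reaches the limit but not every replicate does; inactive means mean below the limit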;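 further: luciferase carries N-glycosylation sites so blocking glycosylation raises the light; 0% = median of neutral control wells and 100% = median of 100 nM tunicamycin wells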
MC4R barr agon: MC4R agonists recruiting beta-arrestin, primary screen, cell-based, luminescence, agonist arm of biased-ligand search | 0.98% of 360,000 active | AID 540308, 2011 | activation, % at 8.9 µM | U2OS MC4R beta-arrestin complementation; percent of melanotan II response, DMSO zero | Melanocortin receptor 4 (Homo sapiens), P32245;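 active means activation above a per-plate cutoff, the mean activation of sample wells on that plate plus 3 SD, cut at about 8% in these data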
MC4R antagonist: MC4R antagonists of cAMP signaling, primary screen, cell-based, TR-FRET, antagonist arm of biased-ligand search | Melanocortin receptor 4 (Homo sapiens), P32245 | MC4R-expressing cells, MTII-stimulated cAMP, LANCE TR-FRET | inhibition, % at 6.5 µM | 0.48% of 360,000 active | AID 540295, 2011;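 active means inhibition above its plate's cutoff, the mean of tested wells on that plate plus 3 SD, cut at about 29% in these data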;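 further: 0% = Melanotan II alone and 100% = Melanotan II plus saturating MCL0020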
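Material – human MC4R-expressing U2OS cells · Repeats – no replicates · Detection – TR-FRET with Eu-cAMP and labeled anti-cAMP, 671 nm · Times – compound 30 min, challenge 1 h, detection 1 h · Compound – single nominal compound dose of 6.5 µM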
Vif imaging: HIV Vif self-association inhibitors, primary screen, imaging, HEK293T, single point | HEK293T cells, Vif self-association by quenched fluorescence, 24 h | inhibition, % at 7.49 µM | 0.35% of 340,000 active; in the data active means inhibition above about 50%, passing the limit was not always enough; inconclusive means no clear call, values can overlap the other calls; inactive means below about 31%; further: some results filed as inactive read as strong as hits
m5-HT2A agonist: mouse Htr2a agonists via beta-arrestin recruitment, primary screen, cell-based, luminescence; AID 624169, 2012; 5-hydroxytryptamine receptor 2A (Mus musculus), P35363; CHO-K1 mHTR2A beta-arrestin complementation; percent of 30 µM serotonin response; activation, % at 7.6 µM; 0.66% of 360,000 active;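 active means activation above a run cutoff, the mean activation of all tested compounds plus 3 SD, cut at about 14% in these data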;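 further: 0% = plate median of compound wells and 100% = 30 µM serotonin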
Target sequence (P35363 whole entry, looked up): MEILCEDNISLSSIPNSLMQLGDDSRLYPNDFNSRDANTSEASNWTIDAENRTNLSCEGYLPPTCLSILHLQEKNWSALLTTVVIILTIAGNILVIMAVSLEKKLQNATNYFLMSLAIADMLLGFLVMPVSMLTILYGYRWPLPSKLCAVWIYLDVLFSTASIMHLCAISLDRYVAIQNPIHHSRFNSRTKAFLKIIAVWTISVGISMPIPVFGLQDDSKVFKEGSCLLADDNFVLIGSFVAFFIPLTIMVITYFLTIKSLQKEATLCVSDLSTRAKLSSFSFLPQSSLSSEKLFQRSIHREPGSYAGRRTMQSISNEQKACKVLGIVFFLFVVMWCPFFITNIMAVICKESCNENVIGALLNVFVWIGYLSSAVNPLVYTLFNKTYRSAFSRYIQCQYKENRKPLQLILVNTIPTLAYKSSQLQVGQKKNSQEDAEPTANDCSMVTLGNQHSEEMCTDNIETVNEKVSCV
* = called active by the depositor; ? = inconclusive; · = not tested or not shown.

SMILES	ABCB6 inh MLPCN	aDG glyco up	CaV13 ICDI inh	H9c2 protect	PDI inh	Glyco luc inh	MC4R barr agon	MC4R antagonist	Vif imaging	m5-HT2A agonist
Cc1cccc(CSc2ccc(-c3ccco3)nn2)c1	96	-0.1	-3	-4	-2	0	-2.2	3	-3	8
CCCCC(=O)N(CCOC)c1nnc(-c2ccccc2C)s1	98	0.0	-7	5	19	-3	1.1	28	-7	-1
COc1ccc(CN2C(=O)c3cccnc3C2=O)cc1S(=O)(=O)NCc1ccccc1	97	0.0	-5	6	0	4	1.4	-9	4	8
Cc1ccc(NC(=O)CN(C)C(=O)COc2c(Cl)cc(Cl)c3ccc(C)nc23)cc1	97	0.3	-4	-10	-20	6	2.1	13	0	0
CC(C)(C)c1ccc(C(=O)N2CCN(C(=O)c3ccco3)CC2)cc1	101	0.0	-6	-3	-5	-2	-2.3	13	-6	2
CCOCCCn1c(=S)[nH]c2cc(C(=O)NCCOC)ccc2c1=O	101	-0.3	·	3	-8	2	-2.9	1	-6	-2
Cc1ccccc1CSCCNC(=O)CSCc1ccc([N+](=O)[O-])cc1	99	0.0	-3	8	1	0	-0.3	15	-2	-6
CCOC(=O)Cc1csc(NC(=O)CSc2nnc(-c3ccc(NS(=O)(=O)CC)cc3)o2)n1	99	0.2	·	2	-3	-1	0.2	30*	-1	1
O=C(COc1ccccc1Cl)Nc1cnn(Cc2ccccc2)c1	99	0.6	·	-11	2	-2	0.4	14	·	0
CC(C)(C)c1ccc(S(=O)(=O)Nc2ccc(C(O)(C(F)(F)F)C(F)(F)F)cc2)cc1	97	-0.1	-1	-21	3	-3	2.4	12	·	-2
CNC(=O)c1ccc(-c2cc(C(F)(F)F)nn2C)s1	97	-0.2	0	6	4	2	0.6	5	1	2
COc1ccc(/C=C/c2nnc(NC(=O)c3ccco3)s2)cc1	95	0.1	-3	-3	-1	3	1.6	10	-4	8
Cc1cc(C(=O)N2CCCC(Nc3ccc(F)cc3)C2)n(C)n1 (centres undefined)	91	-0.4	-3	6	5	0	-2.6	4	-1	1
CCN(CC)S(=O)(=O)c1ccc(C)c(NC(=S)N2CCN(c3ccccn3)CC2)c1	92	0.2	-2	-3	2	0	-1.0	-1	-3	2
CC1CCc2c(sc3ncnc(SCC(=O)c4ccccc4)c23)C1 (centres undefined)	97	-0.1	-7	3	-4	-8	1.3	13	11	6
Cn1nc(C(F)(F)F)cc1C(=O)NC1CCCCCC1	102	-0.1	-8	0	4	1	-1.7	10	-4	-3
CN1C(=O)/C(=C/c2ccccc2Cl)Sc2ccc(C(=O)N3CCCC3)cc21	96	0.3	-3	-3	3	-7	2.1	5	-4	0
O=C1CC(SC2=NCCS2)C(=O)N1c1ccc(Cl)cc1 (centres undefined)	101	0.1	-3	15	5	1	-0.4	1	-1	-1
Oc1ccc(Br)cc1-c1cc(-c2ccccc2Cl)[nH]n1	94	0.0	-6	-8	-4	0	0.9	-6	-2	-9
CNCc1ccccc1OCc1ccc(F)cc1	99	0.0	6	0	1	-2	-2.6	-4	-2	-5
Cc1cc(C)c2c(-n3cccc3)nn(CC#N)c2n1	100	0.0	-7	4	-6	-1	-2.7	-2	-3	-2
CC(C)(C)c1ccc(Cn2c(=O)cnc3ccccc32)cc1	98	0.3	-3	-12	2	6	0.9	-21	-30	-9
CCS(=O)(=O)Nc1ccc(-c2nnc(SCC(=O)c3ccc(NC(C)=O)c(OC)c3)o2)cc1	101	-0.1	-1	23	-8	1	-0.3	-2	5	-3
CCOC(=O)c1sc(SC)nc1N	99	-0.2	-2	-4	-2	3	-3.4	-1	-3	-1
COc1cccc2cc(C(=O)N3CCc4ccccc43)c(=O)oc12	84	-0.2	-4	-20	0	1	-0.1	4	·	-4
CC(=O)Nc1ccc(NC(=O)Nc2cccc3ccccc23)cc1	101	-0.2	·	1	2	1	1.4	-1	8	2
NC(=O)CC(NC(=O)Cc1cccc2ccccc12)c1ccc(N2CCN(c3ccccc3)CC2)c([N+](=O)[O-])c1 (centres undefined)	99	-0.5	-6	6	0	0	-0.2	3	·	0
COC(=O)c1cc(S(=O)(=O)N2c3ccccc3CC2C)cn1C (centres undefined)	98	0.1	-13	-2	-9	-3	-2.5	-1	-3	-7
O=C(C1CC(=O)N(C2CCCC2)C1)N1CCN(c2ccc(F)cc2)CC1 (centres undefined)	93	-0.2	-6	0	-1	0	-0.6	3	-9	2
CC(C)=CCN1CCN(Cc2nc(-c3ccccc3)cs2)CC1CCO (centres undefined)	94	0.3	-6	12	-11	-1	0.6	1	-1	-5
O=C(COc1ccc(Cl)c(Cl)c1)NN1C(=O)C2C(C1=O)C1C=CC2C12CC2 (centres undefined)	99	-0.1	-3	0	-5	3	1.6	-1	46	5
CC(C)(C)OC(=O)C[C@@H]1C/C=C\C[C@@H](CC(=O)NCCO)C(=O)NC[C@H](c2ccccc2)OC1=O	89	0.0	-11	24	16	1	-0.7	5	-5	0
CCOc1ccc(N2CC(C(=O)N3CCc4ccccc43)CC2=O)cc1 (centres undefined)	94	0.0	-7	-2	25	3	0.6	6	-5	3
Cc1ccc(C(c2sc3ncnn3c2O)N2CC(C)CC(C)C2)cc1 (centres undefined)	101	0.0	-9	-2	·	2	0.9	13	7	-7
Clc1ccc(OCc2nc(-c3ccccn3)n[nH]2)cc1	87	0.9	-10	30	4	1	-2.6	4	4	-9
Cc1cccc(N2CCN(C(=O)c3ccc(CS(=O)Cc4cccc(Cl)c4)o3)CC2)c1C (centres undefined)	95	0.2	-13	4	0	-1	-1.0	1	-4	-7
Cc1ccc(-n2c(C)cc(C(=O)OCC(=O)N(C)C3CCS(=O)(=O)C3)c2C)cc1 (centres undefined)	94	-0.1	-4	-4	-6	-1	-0.3	1	-1	2
O=C(CSC(=S)N1CCCC1)NCC(=O)Nc1ccc(F)c(F)c1	95	3.7	-3	-5	-6	-1	1.3	11	21	11
CC(C)(C)OC(=O)N(CCc1ccccc1)Cc1ccccc1OCc1cccc(NC(=O)C2CC2)c1	89	0.3	-5	-8	-1	-12	2.0	1	-12	0
COCCN1Cc2cccc(C(=O)NCCCN3CCCC3=O)c2C1=O	102	-0.2	-2	8	4	0	1.9	20	-6	6
CC1CN(C(=O)c2ccccc2Sc2ccccc2C#N)CC(C)O1 (centres undefined)	90	-0.2	-5	2	11	2	-0.6	1	·	1
CC(=O)c1sc2nsc(SCCN3CCCCC3)c2c1N	96	0.1	-37	5	-6	-4	-1.9	-3	10	-4
COc1ccc(C(CNC(=O)c2cccc(Br)c2)N2CCCC2)cc1 (centres undefined)	101	-0.1	-3	4	0	-7	-1.3	-1	-9	1
COc1ccc(C(C(=O)NC(C)(C)C)N(Cc2ccc(C)cc2)C(=O)CCC(=O)Nc2cc(C)on2)cc1 (centres undefined)	103	0.0	-3	0	5	-4	-0.3	-8	6	2
COc1cc(C(C)=O)ccc1OCC(=O)Nc1cc(S(=O)(=O)N2CCOCC2)ccc1N1CCCC1	104	-0.2	-6	5	7	4	-0.5	13	0	1
COCCN1C(=O)N(c2ccc(Cl)cc2)C(=O)C1CC(=O)Nc1cc(OC)cc(OC)c1 (centres undefined)	98	0.1	6	7	9	1	-0.2	22	?	-2
CC(C)N(Cc1nc(-c2ccccc2)no1)S(=O)(=O)c1ccccc1	98	0.0	-7	-10	·	-3	1.4	2	·	-3
Cc1ccc(C)c(NC(=O)NNC(=O)c2cc3occc3[nH]2)c1	94	0.0	-2	1	-13	5	1.0	-3	-7	8
COc1cc(NC(=O)c2cc(S(=O)(=O)N3CCc4ccccc43)cn2C)cc(OC)c1OC	99	-0.2	-5	3	0	9	-0.9	7	3	8
Cc1ccc(S(=O)(=O)N2CCC(C)CC2)cc1C(=O)NCc1ccccn1	101	-0.1	-4	1	4	1	-1.4	19	-5	8
Cn1ncc(N=Cc2ccccc2O)c1C(=O)N1CCOCC1	93	0.1	-4	13	8	1	-1.1	13	0	5
O=C(c1nnc(Cc2ccc(Cl)cc2)o1)N1CCc2ccccc2C1	102	-0.1	-7	0	16	0	-0.8	2	-8	-4
Cc1cccc(NC(=O)C2CCN(S(=O)(=O)c3ccc4c(c3)OCCCO4)CC2)n1	93	0.4	-4	-8	7	-4	-1.2	24	·	-1
CC1(C)Cc2c(sc(NC(=O)c3ccc(S(=O)(=O)N4CCCCCC4)cc3)c2C(N)=O)C(C)(C)N1	97	0.0	-3	0	1	-3	-0.4	0	8	-5
CCOc1ccc(CCNC(=O)C2CCCN2C(=O)OCc2ccccc2)cc1OCC (centres undefined)	99	0.0	3	-4	-1	-1	0.5	-2	-10	0
CCCCNC(=O)c1cn(CC)c2ccc(S(=O)(=O)N3CCCC3)cc2c1=O	100	0.0	-3	4	6	-3	2.1	7	-5	0
O=C(c1cnc(N2CCN(c3ncccn3)CC2)c2ccccc12)N1CCN(c2ncccn2)CC1	102	-0.2	-5	12	1	-3	-1.5	5	-7	6
c1ccc(OC2CCCCC2N2CCOCC2)cc1 (centres undefined)	101	0.2	-3	-3	1	-1	-0.9	-1	4	-1
CN(Cc1cn(C)nc1-c1ccc(Oc2ccccc2)cc1)C1CCOC1 (centres undefined)	96	0.0	-4	-2	-3	-3	0.4	8	-2	-5
CC(C)Nc1nc(NC(N)=S)nc(NC(C)C)n1	97	0.0	-4	3	-2	4	-1.6	9	1	0
CCNC(=O)CC1C(=O)N(c2ccccc2)C(=O)N1CCOC (centres undefined)	102	0.1	-19	8	-2	-1	-0.5	10	28	5
Cn1c(=O)cc(N2CCOCC2)[nH]c1=O	100	0.0	-3	1	·	2	0.1	-9	·	2
